Compound activity from PubChem.
Lamin A splicing: LMNA splicing modulation. HeLa LMNA splicing GFP/RFP minigene ratio, 48 h. 200,000 tested, 0.01% active. Potency, µM (series often up to 46.1 µM), for the others: at the top dose ratio change, negative = inhibition, hits mostly inhibitors; active = well fitted inhibition curve with a large enough effect in the signal ratio, with a control signal flat, not every such curve was filed as active; inconclusive = small, poorly fitted or top-dose-only effect, or effect the other way, or a change in a side signal; the % refers to the signal ratio; also: potency is read from the fitted curve at half-maximal effect; % is scaled to controls: 0 for no effect and ±100 for the full control effect
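S3 HeLa cells stably expressing lamin A-EGFP splicing minigene plus DsRed2, 600 cells/well, 48 h compound exposure at 37C. Laser-scanning cytometry; analysed as GFP (500-530 nm)/RFP (575-640 nm) total intensity ratio; 0.5% DMSO vehicle.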
Epigenetic derep: derepresses silenced GFP reporter in murine cells. murine LDR cells, GFP reporter derepression, 30 h. Potency, µM (doses to about 53.9 µM), for the others: at the top dose GFP activation, most hits filed as activators. 280,000 tested, 0.2% active. AID 1865; also: potency is read from the fitted curve at half-maximal effect; % of control where 0% means no effect; nearly all actives have a fitted effect of over 60% in size
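In this reporter-derepression format, murine cells bearing a silenced integrated CMV-GFP locus incubate with test compound (30 h, 37 C), then are washed and imaged; fluorescent objects of 20–120 um count as induced cells.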
KinaseGlo FLuc: counter-screen: inhibitors of Kinase-Glo firefly luciferase | Q27757 | Kinase-Glo luciferase, ATP luminescence, 8 min | Potency, µM (top dose mostly 38.3 µM), for the others: top-dose activity change, negative = inhibition, actives largely listed as inhibitors | 200,000 tested, 0.28% active | AID 1379; also: potency is read from the fitted curve at half-maximal effect; % is scaled to controls: 0 for no effect and ±100 for the full control effect; nearly all actives have a fitted effect of over 60% in size
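Luminescence was the read-out, taken after 8-minute incubation at ambient temperature. Luciferase turned over luciferin with 10 uM ATP in imidazole pH 7.2 buffer containing KCl, MgCl2, Tween 20 and BSA.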
CBFb-RUNX1 inh: inhibitors of human CBF-beta and RUNX1 interaction. Q01196+Q13951. AlphaScreen CBFb-His/RUNX1-biotin binding, biochemical. Potency, µM (titrated, usually from 59.8 µM), for inactives: at the highest dose activity, negative = inhibition, most hits filed as inhibitors. 230,000 tested, under 10 active; also: % of control where 0% means no effect
Target sequence (Q01196 whole entry, looked up): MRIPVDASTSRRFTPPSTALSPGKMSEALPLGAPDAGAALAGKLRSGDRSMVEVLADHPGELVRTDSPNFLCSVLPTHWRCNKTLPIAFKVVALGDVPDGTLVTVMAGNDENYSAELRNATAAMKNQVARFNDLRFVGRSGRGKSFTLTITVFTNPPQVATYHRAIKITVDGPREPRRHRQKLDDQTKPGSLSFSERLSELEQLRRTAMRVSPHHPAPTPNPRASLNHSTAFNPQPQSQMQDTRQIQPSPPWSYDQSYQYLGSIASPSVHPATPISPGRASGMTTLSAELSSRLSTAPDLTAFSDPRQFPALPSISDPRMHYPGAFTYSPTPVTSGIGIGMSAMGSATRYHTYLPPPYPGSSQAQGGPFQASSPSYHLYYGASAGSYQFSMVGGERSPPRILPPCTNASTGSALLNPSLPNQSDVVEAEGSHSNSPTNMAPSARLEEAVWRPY
Target sequence (Q13951 whole entry, looked up): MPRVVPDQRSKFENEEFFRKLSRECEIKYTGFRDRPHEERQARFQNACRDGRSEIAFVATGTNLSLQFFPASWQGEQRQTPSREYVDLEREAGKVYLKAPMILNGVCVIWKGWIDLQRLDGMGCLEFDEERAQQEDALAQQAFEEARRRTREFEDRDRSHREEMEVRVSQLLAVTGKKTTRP
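CBF-beta (His) and RUNX1 (biotin), 30 nM each; 20 min preassociation; + compound, 15 min; + beads 50 ng each (Ni, streptavidin), 90 min; RT; AlphaScreen read.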
NPSR antag: neuropeptide S receptor (human) antagonism, cAMP; Q6W5P4; CHO-NPSR cells, cAMP TR-FRET, antagonist mode; Potency, µM (top dose mostly 38.3 µM), without a hit: at the top dose activity change, negative = inhibition, hits mostly inhibitors; 220,000 tested, 1% active; AID 1461; also: potency is read from the fitted curve at half-maximal effect; % is scaled to controls: 0 for no effect and ±100 for the full control effect; nearly all actives have a fitted effect of over 50% in size; many of its hits are not listed in these tables
Target sequence (Q6W5P4 whole entry, looked up): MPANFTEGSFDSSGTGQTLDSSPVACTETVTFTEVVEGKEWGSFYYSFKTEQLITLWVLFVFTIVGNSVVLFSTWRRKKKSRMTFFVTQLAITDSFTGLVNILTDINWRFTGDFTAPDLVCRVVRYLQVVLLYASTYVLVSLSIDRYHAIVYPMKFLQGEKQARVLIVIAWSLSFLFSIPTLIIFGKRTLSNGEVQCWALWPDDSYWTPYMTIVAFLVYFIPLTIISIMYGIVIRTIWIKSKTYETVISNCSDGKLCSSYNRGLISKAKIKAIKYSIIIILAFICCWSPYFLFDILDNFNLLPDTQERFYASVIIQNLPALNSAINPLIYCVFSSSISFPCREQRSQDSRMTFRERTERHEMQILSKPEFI
HTT aggregate: inhibitors of mutant huntingtin aggregate formation in PC12 cells | PC12 HttQ103-GFP aggregates, Acumen cytometry, 40 h | Potency, µM (series often up to 46.1 µM), without a hit: top-dose activity change, negative = inhibition, usual class: inhibitors | 220,000 tested, 1.1% active; also: potency is read from the fitted curve at half-maximal effect; % is scaled to controls: 0 for no effect and ±100 for the full control effect; nearly all actives have a fitted effect of over 60% in size
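Aggregate formation scored by laser-scanning cytometer (488 excitation, 500–530 emission) in lysed PC12 cells expressing Q103-GFP after 100 nM tebufenozide induction; library tested in dose series, with ATPLite reagent added in the multiplex.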
IMPase Li inh: membrane-permeable IMPase blocker, potentiated with lithium; CHO-M1 cells, IP1 TR-FRET (IP-One), carbachol + lithium; Potency, µM (doses to about 59.4 µM), inactives show at the top dose activity, negative = IMPase inhibition, hits mostly inhibitors; 210,000 tested, 0.35% active; AID 1457;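 also: IP1 builds up when IMPase is blocked and the TR-FRET signal falls; potency is read from the fitted curve at half-maximal effect; plate controls were basal vehicle for no effect and high inhibitor control for full effect; nearly all actives have a fitted effect of over 50% in size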
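CHO cells stably expressing M1 receptor (2000/well) were cultured 16–30 h, then exposed to compounds with a small lithium addition for 30 min at 37C. IP1 was measured by TR-FRET competition; AC50 from Hill fits.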
Starred values were filed as active, the others as inactive; ? = inconclusive; . = not tested or not shown; [ ] = remark or other dose. Unless noted, calls follow the shape of the dose curve; as a rule, active = well fitted curve in the direction sought with a large enough effect; inconclusive = small, poorly fitted or top-dose-only effect, or another doubt; inactive = no such curve, though single readings can be large; an effect the other way counts as inactive or inconclusive.

SMILES	Lamin A splicing	Epigenetic derep	KinaseGlo FLuc	CBFb-RUNX1 inh	NPSR antag	HTT aggregate	IMPase Li inh
Nc1cccc(S(=O)(=O)Nc2ccc(Br)cc2)c1	.	-1.0%	.	0%	0%	-2%[9.22 µM]	.
CCn1c(=N)n(CC(O)COc2ccc(C)cc2)c2ccccc21 (stereo not drawn)	.	2.7%	.	6%	5%[7.67 µM]	4%[9.22 µM]	.
CCCc1cc(C(=O)Nc2cccc(Cl)c2)no1	-8%	-0.8%	-9%	22%	-3%[46.1 µM]	-9%	26%[38.3 µM]
CCc1ccccc1N1CN(Cc2cccnc2)CNC1=S	.	-0.3%	.	-1%	-4%	-16%[9.22 µM]	.
O=C(Nn1c(-c2ccc(F)cc2)nc2ccccc2c1=O)C1CCCCC1	0%	0.1%	-3%	-3%	-11%[46.1 µM]	2%	16%[38.3 µM]
COc1ccc(CN2C(=O)[C@@H]3C(c4ccccc4Cl)=NO[C@@H]3C2=O)cc1	2%	-7.8%	.	12%	-20%[46.1 µM]	13%	.
Cc1ccc(S(=O)(=O)NNC(=O)c2sccc2-n2cccc2)cc1	2%	1.1%	-1%	0%	-8%[46.1 µM]	5%	6%[38.3 µM]
COc1ccc(C(C(=O)NCC2CCCO2)N(C(=O)CNC(=O)c2cccs2)c2ccccc2)cc1OC (stereo not drawn)	3%[46 µM]	-3.1%	4%	7%	1%	18%[9.22 µM]	0%
Cc1ccc(C(C)C)c(OCc2ccc(-c3nnco3)cc2)c1	?	-1.0%	-5%	11%	-12%[46.1 µM]	-18%	37%[activator][38.3 µM]
COc1cc(Br)c(CC(=O)O)cc1OC	0%	3.0%	1%	1%	-9%[46.1 µM]	-4%	1%[38.3 µM]
N#CC1=C(N)SC(N)=C(C#N)C1C1CC=CCC1 (stereo not drawn)	13%	-1.0%	2%	-2%	-12%[46.1 µM]	2%	12%[38.3 µM]
CCOc1ccc(C2CC(c3c(O)c4ccccc4oc3=O)=NN2c2ccccc2)cc1OC (stereo not drawn)	.	?	0%	?	-51%	-24%	-29%
CC(C)C1CC(CCN2CCCCC2)(c2ccccc2)CCO1 (stereo not drawn)	?	-1.4%	8%	15%	-3%	0%	11%
COc1ccc(/C=C/S(=O)(=O)NCc2ccccc2)cc1OC	?	-0.5%	0%	8%	-3%	3%	8%
Cc1ccccc1N/N=C/c1ccc(C#N)cc1	?	1.1%	-2%	-5%	-15%	22%	4%
c1ccc(N2CCN(c3ncccn3)CC2)cc1	?	-2.7%	2%	0%	-12%[46.1 µM]	9%	2%[38.3 µM]
COc1cc(/C=C(\NC(C)=O)C(=O)NC(C)(C)CC(C)(C)C)ccc1OC(C)=O	-11%	1.0%	-4%	1%	15%	-12%	-3%
Cc1ccc(C)c(S(=O)(=O)NCc2ccc(C(=O)N3CCC(Cc4ccccc4)CC3)cc2)c1	?	0.0%	6%	0%	?	?	19%[38.3 µM]
CC1CN=C(N(C(=S)Nc2ccccc2)c2cccc(C(F)(F)F)c2)S1 (stereo not drawn)	.	0.1%	.	-2%	3%	19%[9.22 µM]	.
Cc1ccc(C(=O)COC(=O)CCC(=O)Nc2ccccc2Cl)cc1[N+](=O)[O-]	1%	0.0%	-1%	-4%	33%	10%	-7%
CC(NS(=O)(=O)c1ccc(Br)cc1)C(=O)NCc1ccco1 (stereo not drawn)	-39%[46 µM]	1.1%	-5%	0%	0%	.	3%
O=C(CCC(=O)NNC(=O)c1ccc([N+](=O)[O-])cc1)NCc1ccccc1	?	-4.7%	-1%	0%	15%	2%	-5%
CCOC(=O)N1CCN(C(=O)CN(c2ccc(Oc3ccccc3)cc2)S(C)(=O)=O)CC1	?	-0.2%	-5%	2%	-13%[46.1 µM]	-13%	1%[38.3 µM]
Cn1c(SCC(=O)N2CCCC2=O)nc2ccccc21	18%[46 µM]	0.0%	-1%	-19%	7%	-18%	-11%
CC1(C)Cc2ccccc2-c2nnc(-c3ccccc3)n21	-11%	1.2%	1%	-3%	-10%[46.1 µM]	-15%	13%[38.3 µM]

Record cards, as listed above.
COc1cc(Br)c(CC(=O)O)cc1OC reads Lamin A splicing = 0%; Epigenetic derep = 3.0%; KinaseGlo FLuc = 1%; CBFb-RUNX1 inh = 1%; NPSR antag = -9%[46.1 µM]; HTT aggregate = -4%; IMPase Li inh = 1%[38.3 µM]
Cc1ccccc1N/N=C/c1ccc(C#N)cc1 reads Lamin A splicing = ?; Epigenetic derep = 1.1%; KinaseGlo FLuc = -2%; CBFb-RUNX1 inh = -5%; NPSR antag = -15%; HTT aggregate = 22%; IMPase Li inh = 4%
CCOC(=O)N1CCN(C(=O)CN(c2ccc(Oc3ccccc3)cc2)S(C)(=O)=O)CC1 reads Lamin A splicing = ?; Epigenetic derep = -0.2%; KinaseGlo FLuc = -5%; CBFb-RUNX1 inh = 2%; NPSR antag = -13%[46.1 µM]; HTT aggregate = -13%; IMPase Li inh = 1%[38.3 µM]

Remaining list, next part.
SMILES	Lamin A splicing	Epigenetic derep	KinaseGlo FLuc	CBFb-RUNX1 inh	NPSR antag	HTT aggregate	IMPase Li inh
CCn1c(=O)c2c(nc(SCC(=O)NCC3CCCO3)n2C)n(C)c1=O (stereo not drawn)	1%	-0.9%	15%	12%	-9%[46.1 µM]	-12%	-13%[38.3 µM]
CCCCN1C(=O)C2C(c3ccc(OC)cc3O)NC(CC(C)C)(C(=O)O)C2C1=O (stereo not drawn)	5%	-0.4%	2%	-4%	-1%[46.1 µM]	-5%	-5%[38.3 µM]
O=C(O)CCCn1cc(NC(=O)COc2cc(F)ccc2[N+](=O)[O-])cn1	.	-4.0%	1%	0%	17%	-2%	-2%
CN(Cc1c(F)cccc1Cl)c1nnnn1-c1ccccc1	-4%	-0.9%	5%	11%	4%[46.1 µM]	1%	-3%
COc1cccc(C(=O)N(CN2CCCC2=O)c2cccc(Cl)c2)c1OC	8%[0.0737 µM]	0.0%	1%	5%	2%[46.1 µM]	-5%	-10%[38.3 µM]
NS(=O)(=O)c1ccc(NC(=O)CN2CCCC2)cc1	?	-2.6%	2%	11%	10%	0%	-4%
C=CCc1cc(Cl)ccc1OCCCNC(C)CC (stereo not drawn)	-2%	-1.5%	2%	6%	3%	14%	4%
Clc1cccc(Nc2ncnc3ccc(Br)cc23)c1	-13%	0.0%	-6%	20%	0%[46.1 µM]	11µM*	-2%[38.3 µM]
O=[N+]([O-])c1ccc(O)c(-c2nn[nH]n2)c1	6%	0.0%	-1%	-12%	-10%[46.1 µM]	1%	24%[38.3 µM]
C/C(=N\O)C1/C(=N/O)CC2C1C2(C)C (stereo not drawn)	12%	10%	-3%	1%	16%[46.1 µM]	-4%	3%[38.3 µM]
CCOC(=O)c1oc2c(CN3CCN(C)CC3)c(O)ccc2c(=O)c1-c1ccc(Br)cc1	-6%	0.4%	-1%	-4%	-13%[46.1 µM]	-13%	16%
Cc1cc(Cl)ccc1OCCCC(=O)N1CCCCC1	18%	0.8%	-1%	0%	?	1%	9%[38.3 µM]
CC(=O)c1c(C)[nH]c(C(=O)COC(=O)c2cccc(S(=O)(=O)N(C)c3ccccc3)c2)c1C	?	-0.9%	2%	-11%	-27%	6%	28%
Cc1nn(C)c2nc(-c3cccs3)cc(C(F)(F)F)c12	.	-2.2%	1%	7%	-29%	18%	2%
O=C(COc1ccccc1)NCc1ccc(-n2cccc2)cc1	3%[46 µM]	-0.1%	1%	10%	-2%	17%	-6%
CCc1ccccc1N1CC(C(=O)O)CC1=O (stereo not drawn)	4%	0.0%	0%	2%	-1%[46.1 µM]	-3%	15%[38.3 µM]
COc1ccc(C2(CCN)CC(C)N(C)CC2C)cc1 (stereo not drawn)	3%	0.3%	-1%	-4%	1%[7.67 µM]	8%	7%[38.3 µM]
COc1ccccc1NC(=O)Cn1c(=O)n2nc(C)nc2c2ccccc21	-1%	1.7%	15%	1%	2%[46.1 µM]	6%	-10%[38.3 µM]
Cc1c(Cl)cccc1NC(=S)N1CCN(Cc2ccc3c(c2)OCO3)CC1	-12%	-1.1%	1%	9%	-16%	1%	-1%
COc1cccc(C(=O)C2CCCN(Cc3cccc(-n4cccn4)c3)C2)c1 (stereo not drawn)	.	0.0%	.	7%	-15%	-20%[9.22 µM]	.
Cc1ccc2nc(-c3ccccc3)c(CN3CCSCC3)n2c1	?	2.6%	1%	?	-33%	-8%	6%
COC(=O)c1ccccc1NC(=O)Cn1cnc2cc(C)c(C)cc21	?	0.8%	-1%	-5%	-8%[46.1 µM]	10%	-4%[38.3 µM]
CCOCCCn1c(SCC(=O)Nc2ccc(C(N)=O)cc2)nc2ccccc2c1=O	0%	-1.0%	2%	3%	-13%[46.1 µM]	-16%	-23%[38.3 µM]
O=C(NCCCO)c1nc2ccccc2s1	-2%	0.0%	-4%	3%	5%[46.1 µM]	-26%	18%[38.3 µM]
O=C1C2C3c4ccccc4C(c4ccccc43)C2C(=O)N1Cc1cccnc1 (stereo not drawn)	?	2.1%	1%	1%	12%[46.1 µM]	0%	-10%[38.3 µM]

Other entries follow:
SMILES	Lamin A splicing	Epigenetic derep	KinaseGlo FLuc	CBFb-RUNX1 inh	NPSR antag	HTT aggregate	IMPase Li inh
COc1ccc(/C(C)=N/NC(=O)c2cc(-c3cccnc3)nc3ccccc23)cc1	3%	-1.1%	0%	4%	3%	-1%	2%
COC(=O)Nc1ccc(S(=O)(=O)N2CCN(c3ccc(F)cc3)CC2)cc1	?	0.0%	1%	4%	-15%[46.1 µM]	?	11%[38.3 µM]
CCOC(=O)N1CCN(C(=O)CCCOc2ccccc2)CC1	0%	-1.0%	2%	2%	0%[46.1 µM]	-12%	7%[38.3 µM]
CSc1nc2ccccc2n1Cc1cccc(F)c1	?	-0.8%	0%	7%	-15%[46.1 µM]	?	14%[38.3 µM]
O=C(NCCCN1CCN(Cc2ccccc2)CC1)C1CCN(S(=O)(=O)N2CCCC2)CC1	19%	-0.9%	-4%	1%	-3%[46.1 µM]	0%	-21%[38.3 µM]
O=C(c1ccco1)N1CCN(c2ncnc3c2oc2ccccc23)CC1	-14%	-3.4%	-2%	2%	-12%[46.1 µM]	-26%	16%
CC1=CCC2C(=O)N(c3ccc(C)cc3)C(=O)C2C1 (stereo not drawn)	5%	2.4%	-3%	7%	17%[46.1 µM]	-6%	30%[38.3 µM]
CSc1nc2ccsc2c(=O)n1-c1ccccc1	.	1.0%	-2%	2%	22%	32%	4%
CCC(C)c1ccc(NC(=S)NCCn2cc(Cl)cn2)cc1 (stereo not drawn)	.	-0.6%	4%	13%	32%	?	18%

Only part of the results is shown; count on the stated rates, not on these rows.
